Screening results (PubChem)
PglD inh: inhibitors of Campylobacter jejuni PglD acetyltransferase | purified PglD enzyme, DTNB colorimetric CoA detection | 360,000 tested, 0.098% active | inhibition, % at 12.5 µM; in the data active means inhibition above about 16%, passing the limit was not always enough; further: strong numbers were not always called active
PGC1a acetyl inh: modulators of PGC1a acetylation; U2OS PGC1a acetylation, AlphaScreen anti-acetyl-lysine; with virally co-expressed GCN5 acetyltransferase; inhibition, % at 15.6 µM; 350,000 tested, 0.17% active;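 active means every replicate shows inhibition of at least 40%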;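 further: 0% = neutral control wells and 100% = positive control wells; some results beyond the cut were filed as inactive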
INS-1E GSIS act: GLuc luminescence reporter in INS-1E cells, primary screen for activators of glucose-dependent secretion of insulin; INS-1E GLuc reporter insulin secretion, 2-3 h; activation, % at 16.6 µM; 370,000 tested, 0.61% active;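 active means lowest replicate activation of at least 40%, so every replicate reaches that level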;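 further: 0% = median of neutral control wells and 100% = median of IBMX positive control wells; some compounds called inactive have numbers as strong as hits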
PAX8 reporter: lowers PAX8-driven luciferase in RMG-I cells. RMG-I TPO-luciferase reporter, SteadyGlo, 24 h. inhibition, % at 12.6 µM. 360,000 tested, 1.2% active. AID 652154;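 active means mean replicate inhibition at least 60% with every replicate also reaching 60%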;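 further: luciferase light reporting Pax8 driven TPO promoter activity; plate controls were median of neutral control wells for no effect and mitoxantrone controls for full effect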
Cneo AK release: Cryptococcus neoformans lysis via adenylate kinase release; lysis activity, % at 15 µM; AID 651654; C. neoformans lysis, adenylate kinase release luminescence, 4 h; normalised: neutral wells 0, clomiphene wells 100; 360,000 tested, 0.2% active;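 active means mean lysis activity across replicates of at least 80%, whatever share of replicates individually reach that level; inactive means mean lysis activity below 80%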
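Test system: log-phase Cryptococcus neoformans yeast cells; Quantity: yeast cell density of 5 × 10^6 cells/mL; Buffer or medium: YPD; Doses: single compound concentration per well; Timing: 4 h at 37 °C static, read 1 h later; Measured by: AK luminescence; Read-out basis: lysis from increased AK signal; Control set: Clomiphene as positive control.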
LGR2 inh: Drosophila LGR2 receptor signaling inhibition | inhibition, % at 9.99 µM | HEK293 LGR2, CRE-luciferase, bursicon-stimulated, 4 h | AID 720647 | 380,000 tested, 0.35% active;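 active means drop in luminescence signal, shown as inhibition above about 50% in the replicate tests, limit read from the data, passing the limit was not always enough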;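 further: agonist challenge used bursicon conditioned medium at about half maximal strength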
ARNT-TACC3 inh: disruptors of human ARNT/TACC3 interaction; AlphaScreen His-ARNT PAS-B/GST-TACC3 binding, luminescence; TACC3 fragment carries E629A point mutation; inhibition, % at 9.99 µM; 390,000 tested, 0.66% active;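 active means mean inhibition of replicates at least 50% and at least half of replicates each reaching 50%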;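 further: 0% = complete ARNT plus TACC3 wells and 100% = ARNT alone without TACC3; many hits fall short of the cut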
C2C12 statin: suppression of simvastatin myotoxicity; C2C12 myotubes + simvastatin, ATP luminescence, 48 h; scaled: DMSO 0, geranylgeraniol control 100; rescue of ATP level, % at 7.49 µM; 330,000 tested, 0.78% active; AID 602340;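 active means mean ATP rescue above about 67%, or every replicate alone reaching that limit, limit read from the data, passing the limit was not always enough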;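 further: myotubes were challenged with 10 µM simvastatin during compound exposure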
Numbers without * were called inactive; / = no result given; & = joins results of further samples.

SMILES	PglD inh	PGC1a acetyl inh	INS-1E GSIS act	PAX8 reporter	Cneo AK release	LGR2 inh	ARNT-TACC3 inh	C2C12 statin
OC[C@H]1[C@H](c2ccc(C#CC3(O)CCCC3)cc2)[C@H]2CN(Cc3cncnc3)CCCCN21	5	-1	3	13	-2	-4	-3	9
NNC(=O)CSc1ncc(-c2ccccc2)[nH]1	/	/	-3	-27	/	15	1	/
COC(=O)Cc1ccc(NC(=S)NCc2ccc(S(N)(=O)=O)cc2)cc1	8	-4	22	-12	-1	8	0	0
O=C(O)c1cc2cccc(S(=O)(=O)N3CCOCC3)c2cc1O	-4	-7	/	-6	-2	/	-4	2
COc1ccc(NC(=O)N(C)C[C@H]2Oc3c(NC(=O)Nc4c(C)noc4C)cccc3C(=O)N([C@H](C)CO)C[C@@H]2C)cc1	2&0	4&-9	17&-8	-10	-2&2	-11&1	-3	2&-2
COc1cccc(NC(=O)C(C#N)Cc2ccncc2)c1 (stereo not drawn)	6	-10	/	4	0	/	1	2
O=C(Nc1ccccc1)N(Cc1cccs1)C1CCCC1	-4	-8	/	/	-1	/	-17	14
CCCNC(=O)C[C@H]1C[C@@H]2c3cc(NS(=O)(=O)c4ccc(OC)cc4)ccc3O[C@@H]2[C@@H](CO)O1	13	-5	-7	5	-1	7	-5	8
CC(=O)N1CCCC(C)(C(=O)N(C)Cc2cccc3ccccc23)C1 (stereo not drawn)	1	0	3	14	1	1	/	2
CN(C)c1ccc(C(C#N)c2ccccc2)nn1 (stereo not drawn)	-4	/	3	-12	1	0	2	-3
O=c1[nH]c(=O)n(Cc2ccco2)c2c1C(C(F)(F)F)(C(F)(F)F)N=C(CCC1CCCCC1)N2	5	7	/	36	3	/	-3	-14
CC(=O)c1ccc(NC(=O)CSC(C)C)cc1	-2	-5	0	/	-4	-32	-24	6
COc1ccc(CCNC(=O)CSc2nc3[nH]ncc3c(=O)n2-c2ccc(Cl)cc2Cl)cc1OC	/	3	-2	4	/	-30	-5	/
COc1ccc(C2=NS(=O)(=O)N(C)C(C(=O)NC3CCCCC3)=C2)cc1OC	1	4	-1	-2	-3	14	16	9
O=C(CN1CCOCC1)N[C@@H]1CC[C@@H](CCNC(=O)C2CCC2)O[C@@H]1CO	9	25	-4	-37	98*	1	-5	-1
CCN(CC(=O)Nc1ccccc1OC)C(=O)COc1ccc(C#N)cc1	-3	-17	11	-8	-2	-7	4	7
Cc1ccc(N2CCN(C3=NC(=O)/C(=C\c4cn[nH]c4-c4ccccc4)S3)CC2)cc1	/	/	-2	7	/	20	4	/
Cc1c(NC(=O)c2cccc(NC(=O)Cc3ccccc3Cl)c2)c(=O)n(-c2ccccc2)n1C	1	-2	-4	7	-13	-5	/	-5
COC(=O)c1ccccc1-c1ccc(/C=N/Nc2nc(N3CCCC3)nc(N3CCCC3)n2)o1	2	-3	1	5	-2	23	1	-15
Nc1cc(N)nc(SCCOc2ccccc2)n1	-6	23	/	/	0	/	-23	31
C[C@@H]1CN([C@H](C)CO)C(=O)c2cccc(NS(=O)(=O)c3ccc(Cl)cc3)c2O[C@@H]1CN(C)Cc1ccc(Cl)c(Cl)c1	2	2	-6	17	6	-14	3	9
O=C1NC(=O)C(=Cc2ccccc2[N+](=O)[O-])S1	2	-14	-6	-4	-1	-2	-21	7
Cc1ccc(Cl)cc1N1CCN(C(=O)Cc2c(C(=O)O)[nH]c3ccc(Cl)cc23)CC1	/	-13	-9	-5	/	20	-2	-16
Cc1nnc(SCC(=O)NNC(=O)C(C)C)[nH]c1=O	-3	/	44	8	2	3	2	/

Complete entries, looked up by structure. Order of values: PglD inh | PGC1a acetyl inh | INS-1E GSIS act | PAX8 reporter | Cneo AK release | LGR2 inh | ARNT-TACC3 inh | C2C12 statin
CCN(CC(=O)Nc1ccccc1OC)C(=O)COc1ccc(C#N)cc1 is listed as -3 | -17 | 11 | -8 | -2 | -7 | 4 | 7
O=C1NC(=O)C(=Cc2ccccc2[N+](=O)[O-])S1 is listed as 2 | -14 | -6 | -4 | -1 | -2 | -21 | 7
O=C(CN1CCOCC1)N[C@@H]1CC[C@@H](CCNC(=O)C2CCC2)O[C@@H]1CO is listed as 9 | 25 | -4 | -37 | 98* | 1 | -5 | -1
Cc1nnc(SCC(=O)NNC(=O)C(C)C)[nH]c1=O is listed as -3 | / | 44 | 8 | 2 | 3 | 2 | /
Cc1c(NC(=O)c2cccc(NC(=O)Cc3ccccc3Cl)c2)c(=O)n(-c2ccccc2)n1C is listed as 1 | -2 | -4 | 7 | -13 | -5 | / | -5

(list continues)
SMILES	PglD inh	PGC1a acetyl inh	INS-1E GSIS act	PAX8 reporter	Cneo AK release	LGR2 inh	ARNT-TACC3 inh	C2C12 statin
CC(C)OC(=O)c1c(N)n(CCCN2CCOCC2)c2nc3ccccc3nc12	-3	-13	/	-4	4	/	3	/
Cc1cc(C)c2c(c1)/C(=C/C(=O)c1ccc(Br)s1)C(=O)N2	-3	/	/	/	-1	/	1	-11
CC[N+](C)(CC)CCOC(=O)C1c2ccccc2Oc2ccccc21	1	6	10	29	0	-10	-3	-4
COc1ccc(N2CCN(c3ccc([N+](=O)[O-])cc3Cl)CC2)cc1	4	/	16	11	3	-4	-10	8
COc1ccc(NC(=O)Nc2ccc3c(c2)CC(=O)N([C@@H](C)CO)C[C@H](C)[C@@H](CN(C)CC2CCCCC2)O3)cc1	-1	1	-13	4	-3	9	/	-11
Cc1noc(C)c1CSCC(=O)N(C)CC(=O)Nc1ccccc1C(F)(F)F	3	-1	/	-8	0	/	25	2
COc1cccc(-c2ccc([C@@H]3[C@H]4CN(C(=O)NC(C)C)CCCCN4[C@H]3CO)cc2)c1	-4	-7	15	17	2	19	5	/
CC(=O)N1N=C(c2ccncc2)CC1c1ccccc1O (stereo not drawn)	1	7	13	-12	1	/	-11	-5
CCOC(=O)c1c(-c2ccc(C)o2)csc1NC(=S)NC(=O)c1ccc(F)cc1	/	/	-23	-19	/	8	-1	/
CCCCNC(=O)C1CCCN(S(=O)(=O)c2c(C)noc2/C=C/c2cccs2)C1 (stereo not drawn)	/	-4	3	34	/	17	-6	-39
CC(=O)Nc1ccc(NC(=O)c2ccccc2N(Cc2ccccc2)S(C)(=O)=O)cc1	3	3	-2	3	-1	21	-2	-10
O=C(C[n+]1cc[nH]c1)c1ccc(Cl)cc1	1	/	-6	21	2	24	-1	-13
O=C(Cc1ccccn1)NCC[C@H]1CC[C@H](NS(=O)(=O)c2ccc(Cl)cc2)[C@H](CO)O1	3	-3	2	-10	9	-10	-2	-3
Cn1c(SCc2ccc(Br)cc2)nnc1-c1ccccn1	-1	-7	-11	-22	0	-8	18	/
O=C(Nc1nc(-c2cccnc2)cs1)c1ccccc1F	/	4	9	-105	/	-6	0	/
CCC(C)(C)n1nnnc1C(c1cc2cc(OC)ccc2[nH]c1=O)N1CCc2ccccc21 (stereo not drawn)	-2	/	17	/	2	17	6	43
CCc1ccc(NC(=O)C(=O)N/N=C(\C)CC(=O)NCc2ccc(Cl)cc2)cc1	/	/	5	-8	/	-14	-4	/
O=C(CCC1CCCCC1)Nc1ncn[nH]1	-3	0	/	-1	5	/	1	7
Cc1cc(C)c2oc(C(=O)Nc3ccc(S(=O)(=O)Nc4nccs4)cc3)cc(=O)c2c1	/	-6	15	-7	/	-14	4	/
CO[C@@H]1CN(C)C(=O)c2cc(NC(=O)C3CCOCC3)ccc2OC[C@@H](C)N(C(C)=O)C[C@H]1C	5	8	1	-1	-3	2	-12	9
Cn1c(N2CCOCC2)nc(-c2ccccc2)c1-c1ccccc1	5	2	10	/	5	-1	10	-26
CCCNS(=O)(=O)c1cc(CN2C(=O)c3cccnc3C2=O)ccc1OC	-5	/	-5	-1	-3	18	20	4
CCCn1c(C(CO)Nc2nc(C)cs2)nc2ccccc21 (stereo not drawn)	2	7	15	-10	-1	/	-30	0
COC(=O)c1ccccc1NC(=O)CSc1nc(-c2ccco2)cc(C(F)(F)F)n1	-1	3	0	/	10	8	7	30
CCN(CC)C(=O)CN1C(=O)c2cccc3cccc1c23	-1	-14	4	-3	1	0	-13	14
COc1ccc(CN2C[C@H](C)[C@@H](OC)CN(C)C(=O)c3cc(NC(=O)C4CC4)ccc3OC[C@@H]2C)cc1	1	3	-11	/	1	10	/	-8
CCOCCCNC(=O)Cn1nc(-c2ccc(OC)c(OC)c2)ccc1=O	-1	2	17	-16	7	-13	/	-2
COc1ccc(C(=O)N=C2SC3CS(=O)(=O)CC3N2c2ccccc2)cc1OC (stereo not drawn)	-7	5	-1	-71	1	2	5	7
Cc1c2cnn(CC(=O)O)c(=O)c2c(C)n1Cc1ccccc1	4	/	-1	-31	-5	10	-4	2
CCCCCN1N=C(C)CC1=O	/	/	0	10	/	-10	-1	/
COc1ccccc1CN(C)CC(=O)NC1CCCc2ccccc21 (stereo not drawn)	/	/	2	-9	/	-7	6	/
COCCC(=O)N1CCC(Oc2ccc(C(=O)NCCc3ccccn3)cc2)CC1	2	5	2	-9	0	-39	-1	0
CCCCNC(=S)NNC(=O)C1=NN(c2cc(C)ccc2C)C(=O)CC1	7	/	5	18	-4	4	-17	11
CC1Cc2ccccc2N1C(=S)Nc1ccc(S(N)(=O)=O)cc1 (stereo not drawn)	/	/	10	1	/	16	-5	/
COc1cc(C(=O)Nc2ccc(NC(=O)c3ccccc3Cl)nc2)cc(OC)c1OC	-4	-4	-11	6	1	-9	/	-20
CCCCNC(=O)CCn1c(=O)c2ccccc2n(Cc2cc(C)ccc2C)c1=O	-2	-5	/	2	1	/	-1	/
COc1ccccc1N1CCN(C(=O)CCCCCn2c(=S)[nH]c3cc4c(cc3c2=O)OCO4)CC1	7	-13	/	33	2	29	/	-18
CCCN(Cc1cc2cc(OC)ccc2[nH]c1=O)C(=O)c1ccco1	-1	2	15	7	1	4	14	-7
Cc1ccc(CN(C(=O)c2cc(=O)c3cc(Cl)c(C)cc3o2)C2CCS(=O)(=O)C2)cc1 (stereo not drawn)	1	-8	-20	/	3	/	-27	3
CN(C)C(=S)Nc1ccc([N+](=O)[O-])cc1	/	/	68*	7	/	-14	-11	-2
CCOC(=O)c1cc(C)[nH]c1C	/	/	6	5	/	-9	-19	/
N#CCc1ccc(OC(=O)c2cccnc2)cc1	5	/	-1	13	1	14	/	3
COC(=O)c1ccc(NC(=O)CSCC(=O)OCC(=O)c2ccc(Br)cc2)cc1	-5	8	/	-7	-1	/	-2	2
Cc1ccc2cc3cc(C(=O)N4CCN(Cc5ccccc5)CC4)sc3nc2c1	0	6	83	-2	1	/	9	-2
CCC(=O)N(C)C[C@H]1Oc2cc(C#CCC3CCCC3)ccc2S(=O)(=O)N([C@@H](C)CO)C[C@@H]1C	1	14	-5	17	11	0	9	4
COc1ccc(OC(C)C(=O)N(C)Cc2nc(-c3ccccc3)no2)cc1 (stereo not drawn)	4	/	-4	9	3	-9	-1	-3
CCOC(=O)N1CCN(C(=O)c2cccn3c(=O)c4sccc4nc23)CC1	2	8	/	/	-1	/	-4	6
C[C@H](CO)N1C[C@H](C)[C@@H](CN(C)Cc2ccccn2)Oc2ncc(-c3ccc(F)cc3)cc2C1=O	0	8	7	-15	0	15	1	21
COC(=O)[C@@]12CCCN1[C@H](c1ccc(-c3ccc4c(c3)OCO4)cc1)[C@H]1C(=O)N(C)C(=O)[C@H]12	0	8	1	-22	0	4	-8	1
C[C@H]1CN([C@@H](C)CO)S(=O)(=O)c2ccc(C#Cc3ccccc3F)cc2O[C@H]1CN(C)C(=O)c1ccc2c(c1)OCO2	2	5	-32	90*	-3	10	17	28
CC(=O)N1[C@H](C)C=C[C@]1(Cc1ccccc1)C(=O)NCCN1CCOCC1	0	10	1	1	5	-5	-6	12
O=C(Nc1cc([N+](=O)[O-])ccc1F)C1CCN(S(=O)(=O)c2cccs2)CC1	-6	3	-11	3	-1	12	0	-3
